Screens as filed in PubChem.
HSF-1 act = increases HSF-1 driven luciferase reporter signal. activation, % at 9 µM. NIH3T3-HGL HSF-1 luciferase reporter, MG132, 8 h; 100% = twice DMSO control signal. 300,000 compounds, 1.7% hits. AID 504408;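 active means mean replicate activation of at least 50% with a set share of replicates each reaching 50%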;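 further: 0% = median of the neutral control wells and 100% = twice that signal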
HIF activator = HIF pathway transcriptional activation. U2OS HRE-luciferase reporter, luminescence; normalized: DMSO 0%, desferrioxamine 100%. activation, % at 7.5 µM (by protocol). 300,000 compounds, 0.32% hits. AID 1910;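 active means mean activation of at least 10% of the iron chelator positive control signal, with at least half of replicates also reaching 10%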
AI-2 QS mod = modulates the Vibrio harveyi AI-2 quorum sensing system. activity change, % at 7.5 µM. 300,000 compounds, 0.4% hits. Vibrio harveyi JMH597 AI-2 luminescence/OD600 ratio, 9 h; hits give low values; strain lacks LuxN and CqsS sensors; 0 = neutral-control median; in the data active means activity change below about -75%, passing the limit was not always enough;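 further: luminescence divided by OD600 gain over 9 h not by final OD600 alone; inactives centre near 13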
aSyn 5UTR inh = 5' untranslated region of α-synuclein, MLPCN primary screen | inhibition, % (tested at 7.5 µM) | alpha-synuclein 5'UTR reporter, inhibitor activity | 300,000 compounds, 0.82% hits | AID 1813; in the data active means inhibition above about 60%;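 further: H4 neuroglioblastoma cells stably carrying SNCA 5'UTR luciferase fusion; 0% = DMSO wells and 100% = positive control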
Platelet DG rel = platelet dense granule release activity; human platelet-rich plasma, SFLLRN dense granule ATP release, luminescence; inhibition, %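 (compounds screened at 7.5 µM in platelet-rich plasma)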; 300,000 compounds, 0.22% hits;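 active means mean replicate score, as percent of positive control, at or above 50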
SKKanGAS inh = SKKanGAS growth inhibition. S. pyogenes SKKanGAS, kanamycin growth, BacTiter-Glo, 6 h. inhibition, % at 7.5 µM. 300,000 compounds, 1.3% hits;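 active means mean replicate score, as percent of positive control median, at least 50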;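 further: strain carries kanamycin resistance gene driven by streptokinase promoter and grows in 40 µg/ml kanamycin; loss of luminescence reflects streptokinase promoter inhibition or plain growth inhibition; 0% = median of DMSO wells and 100% = positive control at its reference dose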
HSF1 inhib = HSF1 inhibition | NIH3T3-HGL HSE-luciferase, MG132-induced, luminescence 8 h; hits give low values | activity change, negative = inhibition, % at 7.5 µM (by protocol) | 300,000 compounds, 0.77% hits | AID 2098;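 active means more than half of replicate wells show activity change below -50%, luminescence cut by over half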;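 further: luciferase reports HSF-1 transcriptional activity via heat shock element; 0% = median of DMSO wells and -100% = zero luminescence signal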
IEC-6 tox = counter-screen for KLF5 inhibitors: cytotoxicity in IEC-6 cells | 290,000 compounds, 0.78% hits | IEC-6 cytotoxicity, luminescence viability | inhibition, % at 5 µM; in the data active means inhibition above about 22%;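 further: 0% = plate median of test compound wells and 100% = cytotoxic reference compound wells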
HSP90 inh = HSP90 refolding inhibition in rabbit reticulocyte lysate | AID 1789 | 290,000 compounds, 0.91% hits | luciferase refolding luminescence, 3 h | inhibition, % at 5.6 µM;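 active means inhibition above the screen-wide mean plus 3 SD, computed separately per campaign, cut at about 16% in these data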;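 further: 0% = DMSO wells and 100% = 60 µM geldanamycin wells; inhibitors lower the luminescence because luciferase stays unfolded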
KLF5 inh = kruppel-like factor 5 inhibition. DLD-1 KLF5 promoter-luciferase reporter, luminescence. inhibition, % at 5 µM. 290,000 compounds, 0.23% hits;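 active means inhibition above a per-plate limit of that plate's mean compound inhibition plus 3 SD, cut at about 60% in these data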;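 further: 0% = DMSO wells and 100% = LY294002 at 200 µM; higher means less KLF5 promoter-driven luciferase light; inactives centre near -14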
* = called active by the depositor; . = no result given.

Letter code – A = HSF-1 act; B = HIF activator; C = AI-2 QS mod; D = aSyn 5UTR inh; E = Platelet DG rel; F = SKKanGAS inh; G = HSF1 inhib; H = IEC-6 tox; I = HSP90 inh; J = KLF5 inh
(1) Cc1nn(-c2cccc(C(F)(F)F)c2)c(=O)c2noc(C)c12
  A: .	B: .	C: 13	D: .	E: .	F: 8	G: .	H: 4	I: -1	J: 0

(2) CCc1ccccc1NC(=O)c1cc2ncc(Br)cn2n1
  A: 1	B: 0.8	C: 16	D: -79	E: 4	F: 0	G: -5	H: 0	I: -5	J: -30

(3) O=C(C1COc2ccccc2O1)N1CCN(S(=O)(=O)c2ccccc2)CC1 (stereo unspecified)
  A: 5	B: -0.3	C: 8	D: -6	E: 3	F: -8	G: -1	H: -10	I: 3	J: 4

(4) COCCOC(=O)C1=C(C)N=C2SCCC(=O)N2C1c1cccs1 (stereo unspecified)
  A: -13	B: -0.1	C: 17	D: 29	E: 1	F: 1	G: -2	H: 7	I: 0	J: -5

(5) O=C(Nc1ccccc1)/C(=C/c1ccc([N+](=O)[O-])cc1)NC(=O)c1ccccc1
  A: -25	B: 1.6	C: 10	D: -2	E: 1	F: 1	G: -11	H: -5	I: 0	J: 3

(6) O=C(NCc1ccc2c(c1)OCO2)c1ccc(Cl)c(S(=O)(=O)N2CCOCC2)c1
  A: -1	B: 0.4	C: 15	D: 23	E: -14	F: -13	G: -10	H: -4	I: 0	J: -2

(7) CNC(=S)N1CCn2cccc2C1c1cc(OC)c(OC)c(OC)c1 (stereo unspecified)
  A: 14	B: -1.2	C: 21	D: -5	E: -10	F: 2	G: -3	H: 6	I: 3	J: -13

(8) C/C(=N\NC(=O)c1ccc(C)cc1)C1C(=O)c2ccccc2C1=O
  A: 11	B: 1.7	C: 17	D: -78	E: 2	F: 52*	G: 6	H: 1	I: 5	J: -61

(9) CCC(=O)N1N=C(c2ccccc2)CC1c1ccccc1 (stereo unspecified)
  A: 3	B: 0.8	C: 23	D: -27	E: -8	F: -2	G: 4	H: 1	I: -4	J: -11

(10) CCOC(=O)N1CCN(C(=O)c2ccc(CNS(=O)(=O)c3ccc(C)cc3)cc2)CC1
  A: -7	B: 1.4	C: 5	D: 5	E: -4	F: 5	G: -11	H: -8	I: -3	J: -35

(11) CC(=O)c1sc(NC(=O)COc2ccc([N+](=O)[O-])cc2)nc1C
  A: -6	B: 0.2	C: 10	D: -11	E: 6	F: -3	G: 3	H: -9	I: 0	J: 15

(12) CN(C)c1nc2ccc(OCCN3CCCCC3)cc2s1
  A: -26	B: 2.4	C: 23	D: -71	E: 24	F: -11	G: -10	H: -3	I: 1	J: -24

(13) CC1Cn2c(nnc2C23CC4CC(CC(C4)C2)C3)S1 (stereo unspecified)
  A: -2	B: 0.1	C: 19	D: 12	E: 23	F: 9	G: 0	H: -3	I: 2	J: -11

(14) CCOC(=O)N1CCN(S(=O)(=O)c2cc(Br)cnc2N)CC1
  A: 20	B: -0.2	C: 27	D: 11	E: -2	F: 4	G: 5	H: -1	I: 1	J: -12

(15) CCOc1ccc(NC(=O)CN2CCN(CC(=O)Nc3ccc(C(N)=O)cc3)CC2)cc1
  A: -5	B: -0.6	C: 8	D: -26	E: 3	F: 10	G: -3	H: 5	I: -2	J: -16

(16) COc1cccc(NS(=O)(=O)c2ccc3c(c2)NC(=O)CC(=O)N3)c1
  A: -20	B: -0.5	C: 2	D: 6	E: -1	F: -7	G: 1	H: -4	I: 4	J: -11

(17) C=CCc1c(C)nc(C)nc1N/N=C/c1ccc(N(C)C)cc1
  A: 8	B: -0.4	C: -2	D: 16	E: -1	F: -3	G: 2	H: 0	I: -2	J: -29

(18) CCOc1ccc(S(=O)(=O)Nc2ccc(S(=O)(=O)N3CCCC3)cc2)cc1
  A: 7	B: -0.2	C: 0	D: -6	E: 0	F: -5	G: 0	H: 1	I: 9	J: 1

(19) COC(=O)Cc1ccc(NC(=S)NCc2ccccc2OC)cc1
  A: -8	B: -0.1	C: -3	D: -23	E: -2	F: 3	G: -7	H: 4	I: 2	J: -5

(20) COc1ccc2c(c1)CCCN2C(N)=Nc1ccc(Cl)cc1
  A: -22	B: 0.0	C: 12	D: -13	E: 5	F: 2	G: -2	H: 6	I: 2	J: -33

(21) Clc1ccc(-c2nnc(SCc3nc(-c4ccccc4)no3)o2)cc1
  A: 11	B: -0.1	C: 22	D: 4	E: 7	F: 1	G: -2	H: -4	I: 0	J: -9

(22) CCOC(=O)C1CCCc2c1[nH]c1c(C(=O)O)cccc21 (stereo unspecified)
  A: -13	B: 0.0	C: -8	D: 23	E: -3	F: 32	G: -12	H: -5	I: 0	J: -28

(23) O=C(Cc1ccccc1)N1CCN(C(=O)c2ccco2)CC1
  A: 14	B: -0.1	C: 11	D: -5	E: 1	F: -2	G: -1	H: -1	I: 1	J: -25

(24) COc1ccc(N=C2SC(C(N)=O)CC(=O)N2Cc2ccc3c(c2)OCO3)cc1 (stereo unspecified)
  A: -4	B: -0.3	C: 2	D: 34	E: -4	F: -3	G: -6	H: 6	I: 1	J: 0

(25) CC(C)c1nnc(SCC(=O)Nc2ccc3c(c2)OCCO3)n1C
  A: 6	B: 0.1	C: 6	D: -18	E: 0	F: 12	G: -3	H: -1	I: 3	J: 1

Already shown: an excerpt of the list.
Letter code – A = HSF-1 act; B = HIF activator; C = AI-2 QS mod; D = aSyn 5UTR inh; E = Platelet DG rel; F = SKKanGAS inh; G = HSF1 inhib; H = IEC-6 tox; I = HSP90 inh; J = KLF5 inh
(13) CC1Cn2c(nnc2C23CC4CC(CC(C4)C2)C3)S1 (stereo unspecified)
  A: -2	B: 0.1	C: 19	D: 12	E: 23	F: 9	G: 0	H: -3	I: 2	J: -11

(14) CCOC(=O)N1CCN(S(=O)(=O)c2cc(Br)cnc2N)CC1
  A: 20	B: -0.2	C: 27	D: 11	E: -2	F: 4	G: 5	H: -1	I: 1	J: -12

(further entries)
Letter code – A = HSF-1 act; B = HIF activator; C = AI-2 QS mod; D = aSyn 5UTR inh; E = Platelet DG rel; F = SKKanGAS inh; G = HSF1 inhib; H = IEC-6 tox; I = HSP90 inh; J = KLF5 inh
(26) COc1ccc2cc3cc(C(=O)NCc4ccc5c(c4)OCO5)oc3nc2c1
  A: 6	B: 0.4	C: 2	D: -5	E: 9	F: 13	G: 4	H: -1	I: -2	J: -22

(27) O=C(C(O)c1ccccc1)N1N=C(c2ccccc2)CC1(O)C(F)(F)F (stereo unspecified)
  A: -2	B: 0.4	C: 15	D: 4	E: 0	F: 1	G: 2	H: 2	I: -1	J: -44

(28) Oc1ccc(/C=N/n2c(-c3ccco3)csc2=Nc2cccnc2)c(O)c1
  A: 0	B: 0.4	C: 13	D: 2	E: -32	F: 6	G: -10	H: 5	I: -1	J: -5

(29) O=C(Oc1ccccc1C(=O)N1CCOCC1)c1ccc(F)cc1
  A: 1	B: -0.4	C: 1	D: 26	E: -2	F: -2	G: -6	H: -4	I: 0	J: -33

(30) O=C(NC12CC3CC(CC(C3)C1)C2)c1cc([N+](=O)[O-])ccc1Cl
  A: 2	B: -6.2	C: 42	D: -4	E: 6	F: 2	G: 0	H: -5	I: -5	J: -8

(31) Cc1n[nH]c(C)c1S(=O)(=O)N1CCCC(C(=O)Nc2ccc(Br)cc2)C1 (stereo unspecified)
  A: 3	B: 0.0	C: 23	D: -116	E: 10	F: 44	G: -1	H: -4	I: -1	J: -31

(32) Cc1c(OCC(=O)NCc2ccccn2)ccc2c3c(c(=O)oc12)CCCC3
  A: 6	B: -0.4	C: 9	D: -31	E: -4	F: -1	G: 3	H: -9	I: -2	J: -10

(33) COc1cc(N2CCCC2)c(OC)cc1/C=C(/C#N)c1ccc(Br)cc1
  A: -2	B: 0.6	C: 28	D: 13	E: 2	F: -7	G: 1	H: 4	I: 7	J: 13

(34) Cc1ccc(/C=c2\sc3n(c2=O)CN(c2cccc(Br)c2)CN=3)o1
  A: 14	B: 0.5	C: 8	D: -47	E: .	F: 20	G: -2	H: 3	I: 4	J: -19

(35) O=c1[nH]c(/C=C\c2cccc(O)c2)nc(O)c1[N+](=O)[O-]
  A: -10	B: 0.4	C: 0	D: 12	E: 0	F: -3	G: 0	H: -12	I: 0	J: -51

(36) COc1ccc([N+](=O)[O-])c(S(=O)(=O)c2ccc(Cl)cc2)n1
  A: 9	B: -3.1	C: -145*	D: -23	E: -7	F: 0	G: 21	H: 3	I: 1	J: 11

(37) Cc1ccc2nc(-c3ccc(NS(C)(=O)=O)cc3)cc(-c3ccccc3)c2c1
  A: .	B: .	C: 13	D: .	E: -6	F: 26	G: .	H: 4	I: 1	J: 7

(38) COc1ccccc1-n1cnnc1SCC(=O)Nc1nc(C)c(Cl)cc1Cl
  A: 14	B: -0.1	C: 7	D: 13	E: -3	F: 0	G: 11	H: -7	I: -2	J: 4

(39) O=C(Oc1coc(CSc2nnc(NC(=O)C3CC3)s2)cc1=O)c1c(F)cccc1F
  A: -16	B: -0.2	C: 6	D: -22	E: -2	F: -11	G: -6	H: -2	I: -6	J: -32

(40) CC(Sc1nc2ccccc2c(=O)n1Cc1ccco1)C(=O)c1ccccc1 (stereo unspecified)
  A: 11	B: .	C: 18	D: 12	E: 0	F: -1	G: 3	H: -2	I: -2	J: -3

(41) Cc1ccc(S(=O)(=O)Nc2cc(=O)[nH]c(SCC(=O)Nc3cccc(C)c3)n2)cc1
  A: 5	B: -0.4	C: 21	D: -3	E: 2	F: 10	G: 7	H: -4	I: 3	J: 5

(42) CCCc1ccc(OC(=O)c2cccs2)cc1
  A: 8	B: 0.0	C: -5	D: -8	E: 0	F: 0	G: -3	H: -5	I: 0	J: 6

(43) O=C(Cc1ccccc1)NC(=S)Nc1ccc2oc(-c3ccccc3)nc2c1
  A: 50	B: 0.7	C: 26	D: -106	E: -9	F: -8	G: 28	H: 1	I: 2	J: -15

(44) CCCn1c(N)c(C(=O)CSc2nnc(-c3cccnc3)n2-c2ccc(C)cc2C)c(=O)[nH]c1=O
  A: 7	B: 0.0	C: 11	D: -2	E: -16	F: -12	G: 1	H: 0	I: 5	J: 4

(45) Cc1ccc(-c2nnc(SCC(=O)Nc3ccc(S(=O)(=O)N4CCCCCC4)cc3)o2)cc1
  A: -10	B: -0.2	C: 12	D: 40	E: -2	F: -7	G: -8	H: -2	I: 0	J: -1

(46) Cc1ccccc1NC(=O)CC1c2ccccc2CC(C)(C)N1C (stereo unspecified)
  A: 12	B: -0.7	C: -5	D: -24	E: 2	F: -6	G: -3	H: -6	I: 4	J: 9

(47) CC(C)CNC1=C(C(=S)Nc2ccccc2)C(=O)CC(C)(C)C1
  A: 21	B: -0.3	C: 14	D: -9	E: 0	F: 30	G: 6	H: -3	I: 13	J: -39

(48) CSCCCNC(=S)N1CCN(c2ccc(C(C)=O)cc2)CC1
  A: 29	B: 0.2	C: 3	D: 10	E: 4	F: -11	G: 5	H: 0	I: 0	J: -24
